Screens (PubChem BioAssay)
ssDAF-12 act – activates DAF-12 receptor from parasite S. stercoralis; HEK293 ssDAF-12/GRIP1 lit1-tk-luc reporter, luminescence; % of 3 µM dafachronic acid response; 1% of 370,000 active; activation, % at 6.8 µM; AID 652126;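 active means activation above the mean over all tested compounds plus 3 SD, cut at about 0.9% in these data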;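 further: 0% = DMSO-only wells and 100% = 3 µM delta7-dafachronic acid wells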
hgDAF-12 ag – hgDAF-12 agonism, primary luciferase screen; HEK293 GAL4-hgDAF12 UAS-luciferase reporter, agonist luminescence; normalized to butyrate control; activation, % at 6.8 µM; 1.8% of 370,000 active; AID 687014;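 active means activation above a cutoff set at the mean of all screened compounds plus 3 SD, cut at about 10% in these data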;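 further: 0% = DMSO wells and 100% = sodium butyrate wells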
GC-B act – GC-B (human) receptor activation; P20594; HEK293-GC-B cells, CNP EC30, cGMP TR-FRET; 0% at EC30 CNP, 100% saturating CNP; AID 1920062; activation, % at 10 µM; 0.11% of 370,000 active;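 active means activation at 10 µM reaching about 35% in either raw or pattern-adjusted values, limit read from the data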
GAA850 FXN act – activators of GAA850 frataxin (FXN) promoter; HEK293 lucGAA850 FXN promoter luciferase reporter, 24 h; percent of 10 µM SAHA response; activation, % at 6 µM; 0.56% of 360,000 active;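 active means activation above the average of all compounds screened plus 3 SD, cutoff fixed separately per campaign, cut at about 7.5% in these data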;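 further: 0% = DMSO wells and 100% = 10 µM SAHA wells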
hcDAF-12 act – H. contortus DAF-12 activation, primary screen | HEK293 hcDAF-12 lit1-tk-luc reporter, luminescence; 0% DMSO, 100% Δ7-dafachronic acid | activation, % at 6.8 µM | 1.4% of 370,000 active | AID 652067;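 active means activation above the mean of all tested compounds plus 3 SD, cut at about 5.5% in these data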;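 further: 100% = response to 3 µM Δ7-dafachronic acid high control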
SMARCA2 activ – increases SMARCA2 function in MMTV reporter cells | 1% of 370,000 active | activation, % at 9.1 µM | MG213 cells, MMTV-luciferase reporter, dexamethasone, overnight; in the data active means activation above about 7.8%;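 further: 0% = vehicle wells and 100% = reference activator wells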
HGIII-sPLA2 inh – Blocks human group III sPLA2 activity | Q9NZ20 | QFRET BODIPY PC-A2 liposome hydrolysis, fluorescence | inhibition, % at 12.2 µM | 0.56% of 370,000 active | AID 743126;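 active means inhibition above mean plus 3 SD of compounds lying within the high and low control bounds, cut at about 19% in these data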;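 further: 0% = median of test compound wells and 100% = no enzyme DMSO wells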
Target sequence (Q9NZ20 whole entry, looked up): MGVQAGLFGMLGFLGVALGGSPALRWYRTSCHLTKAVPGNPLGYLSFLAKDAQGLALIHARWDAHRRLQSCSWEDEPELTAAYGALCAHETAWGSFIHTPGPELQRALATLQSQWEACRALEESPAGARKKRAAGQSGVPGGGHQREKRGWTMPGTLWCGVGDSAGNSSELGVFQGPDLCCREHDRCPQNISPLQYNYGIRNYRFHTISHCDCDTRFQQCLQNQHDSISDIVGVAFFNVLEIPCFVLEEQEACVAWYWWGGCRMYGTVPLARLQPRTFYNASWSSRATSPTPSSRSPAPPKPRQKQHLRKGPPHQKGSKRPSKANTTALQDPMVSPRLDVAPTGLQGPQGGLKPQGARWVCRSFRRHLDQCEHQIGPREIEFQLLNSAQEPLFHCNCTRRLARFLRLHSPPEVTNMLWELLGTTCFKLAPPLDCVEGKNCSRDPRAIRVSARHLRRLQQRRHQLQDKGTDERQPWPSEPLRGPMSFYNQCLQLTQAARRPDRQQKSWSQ
KLK7 zymogen act – activates the human kallikrein-7 zymogen | activation, % at 7 µM | purified proKLK7, EDANS-DABCYL substrate fluorescence; 100% is mature enzyme control, 0% vehicle | 0.9% of 370,000 active | P49862;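 active means activation above the mean of all tested compounds plus 3 SD, computed per campaign excluding outliers beyond control limits, cut at about 13% in these data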
Target sequence (P49862 whole entry, looked up): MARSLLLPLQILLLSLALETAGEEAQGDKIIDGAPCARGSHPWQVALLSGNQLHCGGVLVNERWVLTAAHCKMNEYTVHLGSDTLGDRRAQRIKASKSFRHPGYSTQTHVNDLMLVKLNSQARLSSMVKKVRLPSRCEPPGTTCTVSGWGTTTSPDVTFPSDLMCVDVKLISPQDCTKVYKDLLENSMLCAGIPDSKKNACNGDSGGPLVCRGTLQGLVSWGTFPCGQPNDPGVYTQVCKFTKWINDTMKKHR
NPR1 activator – GC-A (human) enzyme activation. HEK293 GC-A cells, cGMP TR-FRET, EC30 ANP; 0% at EC30 ANP, 100% saturating ANP. P16066. 0.14% of 370,000 active. activation, % at 10 µM; in the data active means activation above about 40%
DAX1 inh-1 – DAX1 (NR0B1) inhibition, primary screen | HEK293T StAR-luciferase reporter, SF-1/DAX-1 repression relief | inhibition, % at 6.8 µM | 1.1% of 370,000 active | AID 652010;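 active means inhibition above the mean over all tested compounds plus 3 SD, cut at about 3.6% in these data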;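 further: 0% = DAX-1 cells with DMSO and 100% = cells lacking DAX-1 with DMSO; higher inhibition means more luminescence from relief of DAX-1 repression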
DAX1 inh-2 – inhibitors of human orphan nuclear receptor DAX1 (NR0B1); 0.99% of 340,000 active; AID 504766; P51843; inhibition, % at 6.75 µM; HEK293 Gal4-DAX1 luciferase reporter, luminescence;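 active means inhibition above the mean over all tested compounds plus 3 SD, cut at about 4.2% in these data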;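 further: 0% = DAX1-transfected cells with DMSO and 100% = empty-vector control cells with DMSO; inhibition shows as a rise in luminescence from relieved DAX1 repression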
Target sequence (P51843 207-470 limits assumed): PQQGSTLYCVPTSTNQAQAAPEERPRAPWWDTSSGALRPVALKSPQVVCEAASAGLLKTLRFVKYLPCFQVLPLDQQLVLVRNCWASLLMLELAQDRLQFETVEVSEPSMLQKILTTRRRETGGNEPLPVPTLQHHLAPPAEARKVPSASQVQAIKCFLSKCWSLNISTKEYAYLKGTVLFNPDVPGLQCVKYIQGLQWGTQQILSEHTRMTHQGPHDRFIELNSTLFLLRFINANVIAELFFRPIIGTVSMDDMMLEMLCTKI
* marks the source's active call; other numbers are inactive results; . = not tested or not shown. No enrichment for hits; overall some 6.7% were active at least once.

SMILES	ssDAF-12 act	hgDAF-12 ag	GC-B act	GAA850 FXN act	hcDAF-12 act	SMARCA2 activ	HGIII-sPLA2 inh	KLK7 zymogen act	NPR1 activator	DAX1 inh-1	DAX1 inh-2
CC(=O)c1ccc(N2CCN(C(=O)Cc3ccccc3)CC2)c(F)c1	-1.2	-2.8	-1.6	0.3	-0.6	1.8	-1.9	0.4	3.6	0.0	0.8
CC(C)(C)NC(=O)CN(Cc1ccc(F)cc1)C(=O)Cn1nnc(-c2ccc(F)cc2)n1	-0.8	-1.8	0.3	-0.5	-1.3	-4.8	3.5	-0.2	-7.5	-0.7	-0.2
CCN(CC(=O)NCc1cccs1)C(=O)COc1ccccc1C#N	-0.2	2.0	5.1	1.6	3.4	-2.6	-2.0	-0.1	10.5	0.5	3.3
COc1cccc(OC)c1C(=O)Nc1cccc(-c2nc3ccccc3[nH]2)c1	-1.3	5.2	7.2	0.2	-0.1	-2.0	1.3	-0.7	8.2	-0.4	-1.2
COCCNC(=O)C(c1ccc(F)cc1)N(CCOC)C(=O)CCC(=O)Nc1nccs1 (stereo not given)	-1.7	0.8	3.3	-0.2	-1.7	0.7	2.4	-0.5	3.7	-0.3	0.2
CCOc1ccc(NC(=O)NC2CCOC(C)(C)C2)cc1 (stereo not given)	-1.5	1.6	6.5	0.3	0.9	-1.7	-5.6	0.1	0.0	1.1	1.0
CCc1ccc(N(C(=O)c2snc(C(N)=O)c2N)C(C(=O)NCCC(C)C)c2c[nH]c3ccccc23)cc1 (stereo not given)	-0.5	-0.7	-13.6	5.9	-1.8	0.9	-0.1	0.1	-7.3	0.2	-0.3
O=C(CSc1nc2ccc(Cl)cc2[nH]1)NC1CCCC1	-1.5	-2.4	-4.6	1.6	-1.5	0.0	-6.5	0.1	-0.7	-1.4	0.8
O=C(CSc1nc2c(c(=O)n1-c1ccc(Cl)cc1)SCC2)N1CCCC1	-1.3	-1.1	-4.2	2.3	0.8	-1.7	-2.6	-0.8	0.2	-0.3	-0.3
Cn1c(CN2CCN(C(=O)c3ccccc3Cl)CC2)nc2cc([N+](=O)[O-])ccc21	-1.6	-0.1	5.2	2.2	-0.4	-2.6	-4.2	-0.2	-0.8	0.5	-0.4
Cc1ccc(NC(=O)CCN2CCC(Cc3ccccc3)CC2)cc1	-1.4	-2.3	-1.9	1.5	-0.7	0.3	-16.6	0.4	-0.3	-0.2	-0.6
COc1ccc(CCNC(=O)c2cc(-c3ccccc3OC)on2)cc1OC	-2.2	-4.4	2.1	0.1	-3.0	-1.6	-6.6	-0.8	-1.9	-0.8	-1.6
CN(c1ccccc1C(=O)NC1CC2CCC1C2)S(=O)(=O)c1ccccc1 (stereo not given)	-1.6	1.2	6.3	1.2	-1.9	2.4	5.7	0.3	2.4	-0.3	1.3
CC1=C/C(=N\NC(=S)NCc2ccccc2)CC1	-1.1	2.8	-1.0	-0.2	1.1	2.6	8.3	0.5	-1.3	-0.3	-0.4
Nc1c(C(=O)OCC(=O)Nc2ccccc2Br)[nH]c(=O)[nH]c1=O	-0.6	1.9	-1.8	-0.3	-1.1	-1.1	4.7	9.1	1.0	-0.4	1.0
CCn1c(Cc2cccs2)nnc1SCC(=O)c1ccc(Cl)cc1	-0.3	-1.2	-2.1	.	-2.6	5.1	-51.5	-0.1	1.7	0.6	.
COc1ccc(-c2ccc(C#N)c(SCC(=O)Nc3sc4c(c3C#N)CCC4)n2)cc1OC	-0.7	0.3	2.0	1.6	0.8	5.2	-4.7	-1.1	-4.4	0.2	2.1
COc1c(Br)cc(Br)cc1C(=O)O	-0.4	2.3	-1.5	0.9	1.1	-1.2	5.6	0.2	1.6	0.2	1.6
CCCCCC(=O)N1C[C@@H](O)[C@H](n2cc(C3CC3)nn2)C[C@@H]1c1ccc(OC)cc1	-1.8	-1.4	-0.7	-2.4	-2.6	-4.4	7.2	-0.1	2.4	-0.2	0.7
Cc1ccc(NC(=O)c2cc(-c3ccco3)nc3ccccc23)cc1S(=O)(=O)N1CCOCC1	-1.4	2.7	8.2	-1.0	-0.5	-1.8	-5.9	-6.9	0.4	-0.5	0.0
COc1ccc(NC(=O)c2cc(-c3ccccc3)nc3c2cnn3C(C)C)c(OC)c1	-1.3	1.2	8.8	1.3	-0.3	-1.4	6.6	-0.4	9.4	-2.4	-0.3
S=C(NCc1ccco1)Nc1cccc(Cl)c1Cl	-1.5	-1.7	5.8	0.4	-1.5	-1.2	3.3	0.0	-0.6	-1.3	.
C/C(=C\C(=O)O)CC(=O)O	-1.0	-1.4	-2.9	2.2	-1.0	2.7	-5.9	0.4	1.9	0.2	-0.3
COc1ccc(OC)c(NC(=O)Cn2c(=O)oc3ccccc32)c1	-1.5	-1.8	2.1	0.5	-1.4	0.9	6.5	-0.3	3.8	0.2	0.2
COc1ccc2cc(C(c3nnnn3C3CCCC3)N3CCc4ccccc4C3)c(=O)[nH]c2c1 (stereo not given)	-1.5	2.6	-3.8	5.3	2.3	-3.4	1.1	-0.8	1.6	-0.5	1.1
COC(=O)c1ccc(C2C(C(=O)Nc3ccc(C)cc3C)=C(C)Nc3ncnn32)cc1 (stereo not given)	-1.3	-1.2	-1.3	-0.9	-2.2	4.6	-6.7	0.7	-4.0	0.7	0.2
Cc1ccc(S(=O)(=O)N(C)C[C@@H]2Oc3ccc(NC(=O)CCC(F)(F)F)cc3CC(=O)N([C@@H](C)CO)C[C@@H]2C)cc1	-1.1	-2.1	1.3	-3.6	-1.3	0.9	-26.7	0.5	1.1	-1.0	0.3
Cc1cc(N2CCN(C)CC2)nc2ccc(NC(=S)N3CCOCC3)cc12	-1.0	2.8	-2.2	1.9	1.9	4.8	-7.6	7.6	2.8	0.0	0.7
CS(=O)(=O)N1CCC(C(=O)Nc2ccccc2Cl)CC1	-1.2	0.2	5.3	-0.8	-1.7	-2.7	5.5	0.1	1.1	-0.4	1.0
CN(C)CCn1c2c(c(SCC(=O)Nc3ccc4c(c3)OCCO4)nc1=O)CCC2	-0.8	-1.3	-3.1	1.6	-0.3	0.0	3.6	-0.1	2.2	0.3	3.6
Cc1nn(-c2ccccc2)c(N2CCCC2)c1/C=C1\N=C(c2ccc(OC(C)C)cc2)OC1=O	-1.3	1.8	0.3	1.9	-0.7	-0.8	1.4	-0.6	-5.1	0.1	0.0
CSCCC(NC(=O)COc1ccccc1)C(=O)N1CC(C)OC(C)C1 (stereo not given)	-0.9	3.7	3.5	1.1	0.0	-2.9	5.7	0.9	0.4	-0.4	0.2
O=C(Nc1ncccn1)c1cccc(F)c1	0.2	7.8	0.6	2.3	7.0*	4.3	4.1	0.5	1.1	0.5	-0.6
Cc1ccc(S(=O)(=O)CCc2nnc(N)s2)cc1C	-0.9	-1.6	1.4	-1.2	-2.6	-0.5	-0.1	0.2	1.1	0.1	-1.2
CCOC(=O)c1c(-c2ccc(C)o2)csc1NC(=S)NC(=O)c1cccs1	0.0	-0.5	37.2*	4.0	-2.5	-2.2	-5.0	0.5	28.6	0.0	-1.0
NC(=O)CSc1nnc(-c2ccc(S(=O)(=O)N3CCCC3)cc2)o1	-0.7	0.0	0.1	-2.5	0.2	7.7	1.2	0.7	-1.8	-0.4	-0.1
COc1ccc(C)cc1NC(=O)CSc1nnc2ccc(-c3ccncc3)nn12	-0.7	4.5	11.0	-1.3	-0.8	-3.0	18.0	0.1	6.8	0.0	-0.2
COc1ccc(NS(=O)(=O)c2ccc(C)c(NC(=O)c3ccc(C)c(S(=O)(=O)N4CCOCC4)c3)c2)cc1	-1.8	-7.4	2.4	-2.1	-2.9	-0.7	-10.6	0.2	-3.6	-0.4	-1.0
O=C(Nc1ccon1)c1ccc(F)c(S(=O)(=O)N2CCCCC2)c1	-0.5	0.1	1.7	-1.0	0.2	-2.9	0.5	0.5	4.1	0.4	-0.2
O=C1CCCCN1CC(=O)N1CCCC(N2CCN(c3ccccc3F)CC2)C1 (stereo not given)	-0.7	-0.2	1.9	1.1	-0.4	-1.9	0.4	0.2	1.0	0.3	1.1
O=C(Nc1nc(-c2ccccn2)cs1)c1ccc(-c2ccccc2F)o1	-0.2	-0.1	10.7	-1.8	2.8	-0.1	21.2*	-2.6	1.1	-1.4	0.0
O=C1N[C@@H](Cc2ccccc2)COC(=O)[C@@H](Cc2ccc(F)cc2)CC/C=C/C[C@H]1CC(=O)N(CCO)Cc1ccccc1	-1.7	6.4	-0.9	-3.8	-2.3	-0.2	-43.1	0.7	-6.0	-1.3	-0.4
Cc1ccc(NC(C(N)=O)c2c(C)[nH]c(=O)[nH]c2=O)cc1 (stereo not given)	-0.2	0.9	2.1	-1.9	0.5	-1.9	-0.3	-0.7	1.0	0.1	2.0
Cc1ccc2c(c1)N(CC(=O)NCCCN1C(C)CCCC1C)C(=O)c1cccnc1O2 (stereo not given)	-1.3	-1.8	2.3	-0.8	0.1	7.0	-2.2	-0.3	0.8	-0.1	4.8*
Cc1ccc(C)c(NC(=O)c2cc3ccccn3n2)c1	0.2	20.7*	-2.5	6.5	7.8*	3.9	-3.0	0.7	0.6	3.6*	0.6
COC(=O)[C@]1(Cc2ccccc2)N[C@H](CN(C)C(=O)Nc2ccc(Cl)cc2)[C@@H]2C(=O)N(C)C(=O)[C@@H]21	-1.4	-2.0	0.2	-2.8	-1.0	-3.5	4.5	0.7	0.2	-1.0	-0.6
COc1ccccc1NC(=S)N1CCN(c2ccccc2F)CC1	-0.6	-1.2	0.2	-0.5	-1.4	-3.0	14.4	-0.8	-3.8	0.0	1.4
CCn1c(=S)sc2c(=O)n(CC(=O)NC(C)CCc3ccccc3)c(C)nc21 (stereo not given)	-0.7	0.5	-1.3	1.3	-0.7	-1.0	3.8	-0.1	0.5	-3.3	0.0
O=C(NC1CC[C@@]23CCCN2C(=O)CCC[C@H]3C1)c1ccccc1 (stereo not given in full)	-0.8	-0.1	-5.2	.	-1.0	.	2.2	.	-0.8	.	.
C/C(C=NNC(=O)CSc1nnc(-c2ccc(Cl)cc2)n1-c1ccc(C)cc1)=C\c1ccccc1	-1.4	-2.8	4.0	.	3.2	1.1	8.8	0.1	-5.2	0.6	.
N#CC1=C(N)OC2=C(CC/C2=C\c2ccccc2)C1c1ccccc1 (stereo not given)	-1.2	0.7	-4.5	-1.0	-1.5	-0.3	-11.1	-7.6	-2.8	0.8	1.8
COc1ccc(-c2cn(CCC(=O)NCc3ccc(C)cc3)c(CCN)n2)cc1	-1.2	-1.1	-7.2	0.7	-0.8	1.0	3.3	0.0	0.2	0.0	0.0
CCOC(=O)CN(C(=O)CCC(=O)Nc1cc(C)on1)C(C(=O)NC1CCCC1)c1cccnc1 (stereo not given)	-0.9	0.3	4.6	-0.8	-1.5	4.5	1.2	-0.6	-0.1	-0.1	0.2
O=C(NCC(=O)N(c1cccc(F)c1)C(C(=O)NC1CCCC1)c1cccnc1)c1ccco1 (stereo not given)	-1.1	1.8	-0.3	1.3	-0.6	-3.9	8.5	0.0	-0.7	-0.2	0.9
Cc1ccc(COc2ccc(C)nc2[N+](=O)[O-])cc1	-0.1	13.9*	4.3	6.2	9.6*	5.7	2.9	0.2	7.3	1.6	.
